TRPC6 act: activators of mouse TRPC6 channel. AID 2550. B-score at 10 µM. HEK293-TRPC6 membrane potential dye fluorescence; hits give high values. 0.13% of 310,000 active;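 active means B-score of the integrated fluorescence ratio above library mean plus 3 SD, and starting fluorescence ratio within library mean plus 5 SD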;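 further: higher score means more depolarization so channel activation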
Target sequence (Q61143 whole entry, looked up): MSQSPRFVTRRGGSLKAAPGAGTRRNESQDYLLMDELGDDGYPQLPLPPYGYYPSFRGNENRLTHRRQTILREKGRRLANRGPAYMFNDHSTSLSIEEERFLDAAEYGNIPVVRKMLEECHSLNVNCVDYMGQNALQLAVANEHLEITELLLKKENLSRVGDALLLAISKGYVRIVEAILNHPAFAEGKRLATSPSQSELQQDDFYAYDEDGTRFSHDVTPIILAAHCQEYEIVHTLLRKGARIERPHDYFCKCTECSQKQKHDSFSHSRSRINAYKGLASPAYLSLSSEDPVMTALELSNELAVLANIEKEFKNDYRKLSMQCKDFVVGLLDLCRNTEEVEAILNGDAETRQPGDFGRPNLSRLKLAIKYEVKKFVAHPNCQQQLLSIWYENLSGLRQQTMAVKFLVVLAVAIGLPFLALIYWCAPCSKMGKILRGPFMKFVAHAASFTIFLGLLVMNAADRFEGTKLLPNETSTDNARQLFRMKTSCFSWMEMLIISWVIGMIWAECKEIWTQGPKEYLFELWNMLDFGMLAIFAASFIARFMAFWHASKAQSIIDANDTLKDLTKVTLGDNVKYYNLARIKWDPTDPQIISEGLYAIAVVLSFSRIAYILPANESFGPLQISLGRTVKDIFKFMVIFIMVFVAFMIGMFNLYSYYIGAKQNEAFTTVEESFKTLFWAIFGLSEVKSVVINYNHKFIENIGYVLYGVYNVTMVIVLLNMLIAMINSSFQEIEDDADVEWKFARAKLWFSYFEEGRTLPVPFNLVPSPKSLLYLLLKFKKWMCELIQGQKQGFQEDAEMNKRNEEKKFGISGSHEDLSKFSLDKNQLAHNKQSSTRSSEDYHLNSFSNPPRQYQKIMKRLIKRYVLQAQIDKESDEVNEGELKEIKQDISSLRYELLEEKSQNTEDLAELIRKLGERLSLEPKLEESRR
ANO1 block: mouse TMEM16A channel inhibition, primary screen; normalized B-score (activity score, 25-100; higher = stronger inhibition) at 10 µM; Q8BHY3; 1.2% of 310,000 active; HEK293 TMEM16A/YFP iodide influx fluorescence, ionomycin;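 active means ratio plate-corrected score three or more library SD toward inhibition, starting fluorescence score within five deviations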;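 further: score derived from kinetic fluorescence span divided by baseline fluorescence per well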
MrgX1 ag: agonists of human MrgX1 receptor | Q96LB2 | MrgX1-HEK293 cells, Fluo-4 calcium fluorescence, agonist mode; hits give high values | B-score at 10 µM | 0.44% of 310,000 active | AID 588627;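 active means calcium response B-score plate-corrected fluorescence ratio at least 3 library SD, with starting fluorescence B-score inside 5 SD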
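Test system: HEK293 cells stably expressing human MrgX1 receptor; amount: 15,000 cells per well; doses: compound delivered in addition one of three; times: overnight plating before 1 h dye loading; detection: Fluo-4 NW calcium-flux fluorescence, kinetic read; read-out basis: B-scored fluorescence response ratio; controls: positive and negative controls per plate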
MrgX1 antag: antagonists of human MrgX1 receptor; MRGX1-HEK293 calcium flux, Fluo-4, BAM8-22 antagonism; hits give low values; Q96LB2; 1.3% of 310,000 active; B-score at 10 µM;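 active means calcium-response B-score plate-corrected more than 3 library SD below zero, starting fluorescence within 5 deviations, no agonist response on first addition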;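 further: peak minus trough fluorescence over baseline after final BAM8-22 challenge near maximal dose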
TRPC4 agonist: opens the mouse TRPC4 cation channel. 0.49% of 310,000 active. HEK293 TRPC4beta/mu-opioid, Fluo4 calcium fluorescence; hits give high values. B-score at 10 µM. AID 2237. Q9QUQ5;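 active means B-score above 5 SD of library B-scores, and initial fluorescence ratio not above library mean plus 5 SD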;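 further: positive B-score marks a calcium rise read as TRPC4 activation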
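system = HEK293 cells stably co-expressing mouse TRPC4beta and mu-opioid receptor | schedule = Fluo4 dye loading 45 min at room temperature, 110 s recording | measure = B-scored integrated calcium fluorescence ratio | signal = Fluo4 calcium-sensitive dye fluorescence, kinetic, 1 Hz baseline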
TRPC4 potent: allosterically enhances the mouse TRPC4 cation channel; Q9QUQ5; B-score at 10 µM; 0.42% of 310,000 active; HEK293 TRPC4beta/mu-opioid, DAMGO EC20, Fluo-4 Ca2+ flux; hits give high values;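 active means B-score of calcium response area above 5 SD of library B-scores, with initial fluorescence ratio within 5 SD of library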;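 further: B-score of integrated fluorescence ratio over time as area under calcium response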
TRPC4 inh: inhibitors of mouse TRPC4 channel | Q9QUQ5 | HEK293 TRPC4beta/mu-opioid, DAMGO-evoked Fluo4 calcium flux; hits give low values | B-score at 10 µM | 0.39% of 300,000 active;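 active means B-score over 3 SD under the library average, no early fluorescence shift, positive overall ratio signal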
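material = TRPC4beta/mu-opioid receptor HEK293 cell line | probe or stimulus = sequential submaximal and maximal DAMGO stimulation | compound dosing = one concentration per compound | measured by = Fluo4 Ca2+ flux fluorescence | evaluation = integrated fluorescence ratio relative to baseline, converted to per-well B score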
ANO1 activ: mouse TMEM16A channel activation, primary screen | Q8BHY3 | HEK293 TMEM16A/YFP-H148Q/I152L, iodide quench fluorescence; hits give low values | B-score at 10 µM | 0.3% of 340,000 active | AID 623877;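 active means fluorescence-ratio B-score plate-corrected deviation score at least 3 library SD below zero, with starting fluorescence score within 5 deviations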;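 further: channel opened by trigger with iodide after compound preincubation; score built on the fluorescence ratio of max minus min over baseline; more negative score means more quench and so TMEM16A activation or potentiation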
TRPC6 inhibitor: inhibitors of mouse TRPC6 channel | Q61143 | HEK293-TRPC6, membrane potential dye, ACh-evoked depolarization; hits give low values | B-score at 10 µM | 1.1% of 310,000 active | AID 2553;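 active means B-score under library mean minus 3 SD, initial fluorescence not abnormally high, positive integrated signal ratio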;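 further: B-score derived from integrated fluorescence ratio over the kinetic read; more negative B-score means stronger inhibition of depolarization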
MrgX1 PAM: allosterically activates human MrgX1 receptor signaling. B-score at 10 µM. 0.63% of 310,000 active. MrgX1-HEK293, Fluo-4 calcium flux, FDSS; hits give high values. Q96LB2;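 active means plate-corrected calcium response at least 3 library SD above typical, normal starting fluorescence, not activating the receptor alone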;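 further: compound read alongside a low EC10 to EC30 dose of BAM8-22 agonist; peak minus trough fluorescence over baseline measured at the second addition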
RGS4 inh: human RGS4 inhibition; P49798; HEK293 M3R/RGS4 inducible, Fluo-4 calcium flux; hits give high values; triggered by carbachol at its EC20; B-score at 10 µM; 0.45% of 310,000 active; AID 463165;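 active means B-score, a plate-corrected calcium signal, over three deviations above library mean, with baseline fluorescence within five deviations of library mean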;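 further: RGS4 expression induced by doxycycline in cells with stable M3 receptor; B-score is computed from the integrated fluorescence ratio over baseline after carbachol; higher B-score means a larger calcium signal and so more RGS4 inhibition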
The depositor's hits bear a star; i = inactive; · = no result given.

SMILES	TRPC6 act	ANO1 block	MrgX1 ag	MrgX1 antag	TRPC4 agonist	TRPC4 potent	TRPC4 inh	ANO1 activ	TRPC6 inhibitor	MrgX1 PAM	RGS4 inh
CC1=C(C(=O)OC(C)(C)C)C(c2ccc(Br)cc2)NC(=O)N1CCCC(=O)O (configuration not stated)	i	i	i	i	i	i	i	·	i	i	i
COC(=O)c1c(NC(=O)COC(=O)c2ccccc2O)sc2c1CCCCC2	i	i	i	i	i	i	i	i	i	i	i
O=C1CC(NNc2ccccc2)C(=O)N1c1ccccc1 (configuration not stated)	i	i	i	i	i	i	i	i	i	i	i
CC(=O)N1C(C(=O)O)Cc2c([nH]c3ccccc23)C1C (configuration not stated)	i	·	·	·	i	i	i	i	i	·	i
Cc1ccc(-n2cc(CCCCCCCCC(=O)O)nn2)cc1	i	i	i	i	i	i	i	i	i	i	i
COc1ccc(NS(=O)(=O)c2cc(NC(=O)/C=C/c3ccccc3OC)ccc2N2CCCCC2)cc1	i	i	i	i	i	i	i	i	i	i	i
CN1C(=O)C(CCC(=O)O)NC1=S (configuration not stated)	i	i	i	i	i	i	i	i	i	i	i
CCOc1ccccc1NC(=O)c1cccc(NC(=O)C(C)C)c1	i	i	i	i	i	i	i	i	i	i	i
COc1ccc(C(=O)n2nc(-c3ccco3)nc2N)cc1OC	i	·	·	·	i	i	i	i	i	·	i
O=c1[nH]cnc2c1N=C(c1cccc([N+](=O)[O-])c1)CC(c1ccccc1)N2 (configuration not stated)	i	i	i	i	i	i	i	i	i	i	i
COc1cccc(NC(=S)C(C#N)=C2N(C)c3ccccc3N2C)c1	i	i	i	i	i	i	i	i	i	i	i
CCOC(=O)/C(N=Nc1sc(C(=O)OC)c(C)c1C(=O)OCC)=C(\O)CCl	i	i	i	i	i	i	i	i	i	i	i
COc1ccc(NC(=O)c2c(Cl)n(C)c3ccccc23)cc1	i	i	i	i	i	i	i	i	i	i	i
Cc1ccc(NC2CCCN(C(=O)CCC3=NNC(=O)CC3)C2)cc1C (configuration not stated)	i	i	i	i	i	i	i	i	i	i	i
O=C(Cn1ncc(Cl)c(Cl)c1=O)N1CCOCC1	i	i	i	i	i	i	i	i	i	i	i
O=S(=O)(/C=C/c1ccccc1)N1CCc2ccccc2C1	i	i	i	i	i	i	i	i	i	i	i
O=C(COc1ccccc1Cl)NCCNC(=O)c1ccco1	i	i	i	i	i	i	i	i	i	i	i
CCOc1cc(C(=O)NCc2nnc(SCC(=O)OC)n2C)cc(OCC)c1OCC	i	i	i	i	i	i	i	i	i	i	i
Cc1ccc(N2CCCn3c2cc(C)c(C#N)c3=O)cc1Cl	i	i	i	i	i	i	i	i	i	i	i
CC(=O)c1cccc(S(=O)(=O)N(CCCO)Cc2cc3ccc(C)cc3[nH]c2=O)c1	i	i	i	i	i	i	·	·	i	i	i
CC(=O)Nc1ccc(NC(=O)C(C)OC(=O)c2cc(S(=O)(=O)N3CCOCC3)ccc2Cl)cc1 (configuration not stated)	i	i	i	i	i	i	i	i	i	i	i
CCNc1nc(NCC)nc(N(C)n2cnnc2)n1	i	i	i	i	i	i	i	i	i	i	i
O=C(Nc1cccnc1)c1cc2c(ccc3ccccc32)o1	i	i	i	i	i	i	i	i	i	i	i
O=[n+]1c2c(n([O-])c3cc(F)c(N4CCCC4)cc31)CCCC2	i	i	i	i	i	i	i	i	i	i	i
CC(C)CNC(=O)C1C2C=CC(C2)C1C(=O)O (configuration not stated)	i	i	i	i	i	i	i	i	i	i	i
CC1CCCCC1NC(=O)C(Cc1ccccc1)NS(=O)(=O)c1cccs1 (configuration not stated)	i	i	i	i	i	i	i	i	i	i	i
CCOC(=O)C1=C(N)Oc2c(oc(CO)cc2=O)C1c1ccc(Cl)cc1 (configuration not stated)	i	i	i	i	i	i	i	i	i	i	i
CCn1c(SCC(=O)NCCc2ccccc2)nc2c([nH]c3ccccc32)c1=O	i	i	i	i	i	i	i	i	i	i	i
COc1ccc(C2C(=O)c3ccccc3C2=O)c(OC)c1	i	i	i	i	i	i	i	i	i	i	i
Cc1ccc(N(C)S(=O)(=O)c2cccc(C(=O)Nc3nnc(C4CC4)s3)c2)cc1	i	i	i	i	i	i	i	i	i	i	i
COc1ccc(NC(=O)c2cc(C)nc3ccccc23)c(OC)c1	i	i	i	i	i	i	i	i	i	i	i
Cc1ccc(C)c(S(=O)(=O)NCC(=O)NCc2ccco2)c1	i	i	i	i	i	i	i	i	i	i	i
Cc1cc(C)cc(NC(=S)NC(=O)Cc2ccccc2)c1	i	i	i	i	i	i	i	i	i	i	i
O=C(CSc1nc2nccnc2c(=O)n1Cc1cccs1)Nc1ccccc1F	i	i	i	i	i	i	i	i	i	i	i
O=[N+]([O-])c1ccccc1/C=N/NC1=NS(=O)(=O)c2ccccc21	i	i	i	i	i	i	i	i	i	i	i
CC(C)Sc1cc(N2CCCC2)nc(-c2ccccc2Cl)n1	i	i	i	i	i	i	i	i	i	i	i
CCCNc1nc(N)nc(-c2cc(Cl)ccc2OC)n1	i	i	i	i	i	i	i	i	i	i	i
Cc1cc(=O)c2cc(NC(=O)c3ccccc3Cl)ccc2[nH]1	i	i	i	i	i	i	i	i	i	i	i
Nn1c(SCC(=O)Nc2ccc3c(c2)OCO3)nnc1-c1ccccc1	i	i	i	i	i	i	i	i	i	i	i
c1ccc(-c2ccn3nnnc3n2)cc1	i	i	i	i	i	i	i	i	i	i	i
Cc1cc(C)n(C(=O)C(C)N2C(=O)c3ccccc3C2=O)n1 (configuration not stated)	i	i	i	i	i	i	i	i	i	i	i
CC1CN(C(=S)Nc2cccc(F)c2)CC(C)O1 (configuration not stated)	i	i	i	i	i	i	i	i	i	i	i
CCn1c(=O)c2c(nc(SCC(=O)N3CCCC(C)C3)n2C)n(C)c1=O (configuration not stated)	i	i	i	i	i	i	i	i	i	i	i
Cc1cc(S(=O)(=O)N2CCN(c3c(C)cccc3C)CC2)ccc1F	i	i	i	i	i	i	i	i	i	i	i
CC1(C)CN(c2ccsc2C(=O)O)C1=O	i	i	i	i	i	i	i	i	i	i	i
Cc1cc(-c2n[nH]c(=S)n2-c2ccc(C)c(C)c2)no1	i	i	i	i	i	i	i	i	i	i	i
CCN(CC(=O)NCc1cccs1)C(=O)c1cccc(S(=O)(=O)NC)c1	i	i	i	i	i	i	i	i	i	i	i
O=C(NC1CCN(C(=O)NCc2ccccc2)CC1)c1ccccc1	i	i	i	i	i	i	i	i	i	i	i
NC(=O)C1CCN(c2ccc3c(c2)S(=O)(=O)c2ccccc2C3=O)CC1	i	i	i	i	i	i	i	i	i	i	i
Cn1c(COc2ccccc2)nnc1SCc1nc2ccccc2[nH]1	i	i	i	i	i	i	i	i	i	i	i
CCn1c(SCC(=O)NC2CCCCC2)nnc1-c1ccccc1F	i	i	i	i	i	i	i	i	i	i	i
COc1ccc(Cn2c(=O)[nH]c3cc(C(=O)N4CCN(c5ccccc5)CC4)ccc3c2=O)cc1	i	i	i	i	i	i	i	i	i	i	i
COc1cc(C(=O)O)ccc1OCc1c(C)noc1C	i	i	i	i	i	i	i	i	i	i	i
O=c1[nH]c(CSc2nc3ccccc3s2)nc2ccccc12	i	i	i	i	i	i	i	i	i	i	i
CC(=O)NCc1ccc2[nH]c(C)cc2c1	i	i	i	i	i	i	i	i	i	i	i
N/C(=N\OC(=O)CCCCCN1C(=O)c2ccccc2C1=O)c1ccccn1	i	i	i	i	i	i	i	i	i	i	i
CC1Nc2ccccc2C(=O)N1NC(=O)c1ccc(Br)cc1 (configuration not stated)	i	i	i	i	i	i	i	i	i	i	i
CC(C)CNC(=O)C1CCCN1S(=O)(=O)c1ccc(Cl)cc1 (configuration not stated)	i	i	i	i	i	i	i	i	i	i	i
CC(C)CC(=O)Nc1ccc2oc(-c3ccncc3)nc2c1	i	i	i	i	i	i	i	i	i	i	i
Cc1cc(N)n(-c2ncnc3scc(-c4ccccc4)c23)n1	i	i	i	i	i	i	i	i	i	i	i

Retrieved one by one from above (2):
SMILES	TRPC6 act	ANO1 block	MrgX1 ag	MrgX1 antag	TRPC4 agonist	TRPC4 potent	TRPC4 inh	ANO1 activ	TRPC6 inhibitor	MrgX1 PAM	RGS4 inh
Cc1cc(N)n(-c2ncnc3scc(-c4ccccc4)c23)n1	i	i	i	i	i	i	i	i	i	i	i
CC(=O)NCc1ccc2[nH]c(C)cc2c1	i	i	i	i	i	i	i	i	i	i	i

(listing goes on)
SMILES	TRPC6 act	ANO1 block	MrgX1 ag	MrgX1 antag	TRPC4 agonist	TRPC4 potent	TRPC4 inh	ANO1 activ	TRPC6 inhibitor	MrgX1 PAM	RGS4 inh
COc1ccc2nc(C)cc(N3CC(C)OC(C)C3)c2c1 (configuration not stated)	i	25*	i	i	i	i	i	i	i	i	i
CCOC(=O)Nc1ccc2c(CN3C(=O)NC(CC)(CC)C3=O)cc(=O)oc2c1	i	i	i	-4.7*	i	i	i	·	i	i	i
CC1CCCN(S(=O)(=O)c2cc3c4c(c2)C(C)C(=O)N4CCC3)C1 (configuration not stated)	i	i	i	i	i	i	i	i	i	i	i
Oc1c(Br)cc(Br)cc1C=NCc1ccc(F)cc1	i	i	i	-5.18*	i	i	i	i	i	i	i
Nc1nc(SCC(=O)Nc2ccc3c(c2)CCC3)n[nH]1	i	i	i	i	i	i	i	i	i	i	i
O=C(CSc1nc(C2CC2)nc2ccccc12)NCc1ccc2c(c1)OCO2	i	i	i	i	i	i	i	·	i	i	i
CC1CCCN(C(=O)CCNC(=O)Cn2cnc3ccccc3c2=O)C1 (configuration not stated)	i	i	i	i	i	i	i	i	i	i	i
c1ccc(OCc2cc(-c3ccccc3)no2)cc1	i	i	i	i	i	i	i	i	i	i	i
Nc1ccc(C(=O)N/N=C/c2cccc(Oc3ccccc3)c2)cc1	i	i	i	i	i	i	i	i	i	i	i
Cc1ncc([N+](=O)[O-])n1CCOC(=O)c1ccc(Br)cc1	i	i	i	i	i	i	i	i	i	i	i
COc1cccc(-c2cc(C(=O)N/N=C/c3cccc(OC)c3OC)c3ccccc3n2)c1	i	i	i	i	i	i	i	i	i	i	i
